Screens: PubChem, National Center for Advancing Translational Sciences (NCATS)
HCMV inh: inhibitors of human cytomegalovirus; HFF cells, HCMV-luciferase reporter, 72 h; active compounds read low; activity change, negative = inhibition, % at 57.5 µM; 4.5% of 410,000 active; in the data active means activity change below about -60%; inconclusive means no clear call, values can overlap the other calls; inactive means above about -39%
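Screen run at 2 compound doses on HFFs infected with reporter HCMV, MOI 1 PFU/cell. Luciferase activity from cell lysates at 72 h post infection gave inhibition relative to buffer-only and Salinomycin wells.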
HCV inh: blocks hepatitis C virus. 3.4% of 340,000 active. Huh7.5.1 HCVcc-Cre infection, luciferase reporter, 44 h. Potency, µM (series often up to 41.8 µM), for the others: at the top dose activity change, negative = inhibition, actives largely listed as inhibitors; further: potency means the concentration at half of the fitted maximal effect
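Infectious HCVcc-Cre (~0.5 moi) was added to cells just after compound, with cells seeded 4 h earlier at 1,000 per well. Luciferase activity after 44 h culture reported infection; substrate was incubated 15 min at room temperature before reading.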
AmpC detergent: blocks E. coli AmpC beta-lactamase in detergent assay; P00811; AmpC hydrolysis of nitrocefin, absorbance 480 nm, 0.01% Triton; Potency, µM (highest dose often 114 µM), inactives show at the highest dose activity change, negative = inhibition, usual class: inhibitors; 0.041% of 370,000 active;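 further: potency means the concentration at half of the fitted maximal effect; 0% = no-compound wells and -100% = no-enzyme wells; nearly all actives have a fitted effect of over 25% in size; some results filed as inactive show a strong effect at the top dose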
Target sequence (P00811 whole entry, looked up): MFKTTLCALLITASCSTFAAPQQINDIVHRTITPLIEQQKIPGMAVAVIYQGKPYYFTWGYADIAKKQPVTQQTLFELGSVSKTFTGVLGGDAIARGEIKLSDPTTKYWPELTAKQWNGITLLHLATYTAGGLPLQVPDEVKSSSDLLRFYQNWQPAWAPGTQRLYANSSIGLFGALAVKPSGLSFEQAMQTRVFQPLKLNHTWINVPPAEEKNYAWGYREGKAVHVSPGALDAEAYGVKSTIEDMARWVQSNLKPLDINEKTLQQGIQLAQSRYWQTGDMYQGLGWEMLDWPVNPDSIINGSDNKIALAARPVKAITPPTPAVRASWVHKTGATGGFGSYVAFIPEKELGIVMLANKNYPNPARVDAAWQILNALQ
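AmpC (5.3 nM in the dispensed reagent) in 20 mM phosphate pH 7.0 with 0.01% (detergent screen) or 0.0001% Triton X-100 was preincubated with compounds for 15 min at room temperature. Nitrocefin was then added from an 800 uM solution, and hydrolysis was followed at 480 nm.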
FBPA Giardia inh: Giardia lamblia aldolase inhibition; purified Giardia FBPA; AID 2451; 0.71% of 290,000 active; Potency, µM (doses to about 59.6 µM), for inactives: at the top dose activity, negative = inhibition, usual class: inhibitors; further: potency means the concentration at half of the fitted maximal effect; nearly all actives have a fitted effect of over 55% in size
Target sequence (A8B2U2 whole entry, looked up): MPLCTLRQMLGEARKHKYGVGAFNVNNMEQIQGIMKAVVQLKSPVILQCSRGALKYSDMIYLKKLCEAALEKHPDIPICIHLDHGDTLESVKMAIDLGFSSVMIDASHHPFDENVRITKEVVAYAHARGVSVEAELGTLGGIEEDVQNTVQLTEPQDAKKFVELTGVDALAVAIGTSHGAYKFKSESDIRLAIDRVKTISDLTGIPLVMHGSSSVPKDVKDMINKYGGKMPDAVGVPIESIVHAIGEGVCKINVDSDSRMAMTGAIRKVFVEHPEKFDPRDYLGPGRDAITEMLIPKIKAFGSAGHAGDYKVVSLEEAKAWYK
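40 nM FBPA preincubated 10 min at RT with compound (up to 57.5 uM final), then substrate plus GAPDH/TPI/NAD/arsenate coupling and diaphorase/resazurin added. Fluorescence read after 20 min at RT, 525/598 nm.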
Sm TGR inh: blocks Schistosoma mansoni thioredoxin glutathione reductase | purified TGR, DTNB reduction, TNB absorbance 405 nm | Potency, µM (highest dose often 114 µM), inactives show top-dose activity change, negative = inhibition, usual class: inhibitors | 3% of 360,000 active; further: potency means the concentration at half of the fitted maximal effect; nearly all actives have a fitted effect of over 60% in size
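TGR 20 nM + NADPH 100 uM (dispensed conc.), cpd preinc 15 min RT; start with NADPH (500 uM addition) then DTNB (15 mM addition). Kinetic TNB absorbance, 405 nm filter. Four-parameter Hill fit across titration.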
AmpC inh no detg: inhibitors of E. coli AmpC beta-lactamase without detergent. P00811. AmpC nitrocefin hydrolysis, absorbance 480 nm, 0.0001% Triton. Potency, µM (top dose mostly 57.1 µM), for inactives: at the highest dose activity change, negative = inhibition, actives largely listed as inhibitors. 0.52% of 330,000 active;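 further: potency means the concentration at half of the fitted maximal effect; plate controls were no compound for no effect and no enzyme for full effect; nearly all actives have a fitted effect of over 20% in size; some results filed as inactive show a strong effect at the top dose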
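AmpC (5.3 nM in the dispensed reagent) in 20 mM phosphate pH 7.0 with 0.01% (detergent screen) or 0.0001% Triton X-100 was preincubated with compounds for 15 min at room temperature. Nitrocefin was then added from an 800 uM solution, and hydrolysis was followed at 480 nm.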
Numbers without * were called inactive; ? = inconclusive; · = no result given; & = joins results of further samples; [ ] = dose if it differs, or a comment. Unless noted, the call rests on the fitted dose curve; in most records, active means well fitted curve in the direction sought with a large enough effect; inconclusive means small, poorly fitted or top-dose-only effect, or another doubt; inactive means no such curve, though single readings can be large; an effect the other way counts as inactive or inconclusive. Unless noted, on the % scale 0 is the no-effect control and ±100 the full control effect.

SMILES	HCMV inh	HCV inh	AmpC detergent	FBPA Giardia inh	Sm TGR inh	AmpC inh no detg
COc1ccc(/C(C)=N/NC(=O)c2nnn(-c3nonc3N)c2-c2cccs2)cc1	0	2%	2%	·	-13%	-6%
Cc1ccccc1OCC(=O)OC(C(=O)c1ccccc1)c1ccccc1 (configuration not stated)	-33	14%	?	0%	5%	-5%
CN(C)c1ccc(CNC(=O)C2CCN(S(=O)(=O)c3ccc4c(c3)CCC(=O)N4)CC2)cc1	·	-15%	-8%	?	-18%	-21%
CCCCCOc1ccc(C(=O)CCN2CCOCC2)cc1	-17	1%	-12%	-9%	4µM*	36%
CCOc1ccc2ccccc2c1C(=O)NCC(c1ccc(N(C)C)cc1)N(C)C (configuration not stated)	-37	8%	?	-4%	-3%	-1%
CCC(c1nnnn1CCc1ccccc1)N(Cc1ccco1)Cc1cc2cc(C)cc(C)c2[nH]c1=O (configuration not stated)	-71*	10µM*	?	-10%	56µM*	38%
Nc1ccc2cc(Br)ccc2c1	-8	-9%	0%	-14%	-2%	-34%
CC(=O)Nc1ccc(S(=O)(=O)N2CCC(C(=O)O)(c3ccccc3)CC2)cc1	80	9%	?	14%	-10%	-10%
O=C(Nc1ccccc1Cl)c1cnccn1	0	5%	-7%	2%	1%	-8%
COc1ccc(/C=C\C(=O)NCC(=O)N/N=C/c2cccc(OC)c2O)cc1	-22	-13%	-2%	4%	-8%	-21%
COc1ccc(C2CC(=O)c3cnc(NC(=O)c4ccccc4)nc3C2)cc1OC (configuration not stated)	43	-7%	-14%	-12%	-6%	-13%
Cc1ccc(S(=O)(=O)N(C)C[C@@H]2Oc3ccc(NC(=O)Cn4cnnn4)cc3C(=O)N([C@@H](C)CO)C[C@H]2C)cc1	15	-3%	·	·	·	135%[activator]
COc1ccc(N2CCN(CCNC(=O)c3ccc4c(c3)[nH]c(=S)n3c5ccccc5nc43)CC2)cc1	-31	-24%	1%	-1%	5%	16%
Cc1cc(C)cc(S(=O)(=O)c2cn(C)c3cc(N4CCCC4)c(F)cc3c2=O)c1	-29	·	9%	·	2%	·
Cc1cc(N/N=C\c2ccc(Br)cc2)nc(-n2nc(C)cc2C)n1	?	?	-2%	11%	-5%	11%
CSc1cccc(NC(=O)CSc2ncccc2C(=O)Oc2cccc([N+](=O)[O-])c2)c1	13	2%	-10%	2%	-4%	-50%
COc1cccc(N2C(=O)Nc3ccc(Br)cc3C2(O)C(=O)NCCCN(C)C)c1 (configuration not stated)	-8	6%	-4%	-6%	-12%	-4%
CC1=CC=CC2=NC(=O)CC(C)(C(=O)N(CC(=O)NC(C)C)C3CCCC3)N12 (configuration not stated)	-19	9%	0%	1%	4%	-9%
OCC1(CC2CCCCO2)CCN(Cc2ccccc2-c2ccco2)CC1 (configuration not stated)	2	-14%	0%	-8%	?	31%
Cc1ccc(S(=O)(=O)NCc2csc(-c3cccs3)n2)cc1	36	3%	0%	-22%	-1%	-29%
CCn1cnc2c(=O)oc3ccc(S(=O)(=O)N4CCN(c5cc(C)ccc5C)CC4)cc3c21	-3	·	4%	·	-1%	·
NC(N)=Nc1nc(-c2ccccc2)c2cc(Cl)ccc2n1	-11	11µM*	-4%	-13%	-25%	8%
COc1cccc(C(=O)CC2(O)C(=O)Nc3ccc(Cl)cc32)c1 (configuration not stated)	-1	·	5%	·	-4%	·
Cc1ccc(SCCNC(=O)/C=C/c2ccc([N+](=O)[O-])cc2)cc1	-15	1%	-5%	0%	4%	-19%
COc1ccc2[nH]cc(CCNC(=O)CS(=O)(=O)Cc3ccccc3)c2c1	13	0%	-1%	10%	8%	-31%
Cc1ccc2nc(SCC(=O)Nc3nonc3N)[nH]c2c1	?	-6%	1%	0%	·	-22%
C=CCn1c(=O)c2c(nc3n2CCN3c2cccc(Cl)c2C)n(C)c1=O	-20	-6%	?	-6%	6%	55%
CCOc1ccc(S(=O)(=O)N(CC(=O)NCCSCc2ccc(C)cc2)c2ccccc2)cc1	22	·	?	·	7%	·
Cc1[nH]c2ccccc2c1C(=O)COC(=O)Cn1cnc2ccccc21	4	12%	-6%	4%	-7%	42%
Cc1ccc(NC(=S)NCCCN2CCOCC2)cc1C	7	16%	7%	2%	?	-14%

6 consecutive compounds out of the list so far, for reference:
SMILES	HCMV inh	HCV inh	AmpC detergent	FBPA Giardia inh	Sm TGR inh	AmpC inh no detg
COc1ccc2[nH]cc(CCNC(=O)CS(=O)(=O)Cc3ccccc3)c2c1	13	0%	-1%	10%	8%	-31%
Cc1ccc2nc(SCC(=O)Nc3nonc3N)[nH]c2c1	?	-6%	1%	0%	·	-22%
C=CCn1c(=O)c2c(nc3n2CCN3c2cccc(Cl)c2C)n(C)c1=O	-20	-6%	?	-6%	6%	55%
CCOc1ccc(S(=O)(=O)N(CC(=O)NCCSCc2ccc(C)cc2)c2ccccc2)cc1	22	·	?	·	7%	·
Cc1[nH]c2ccccc2c1C(=O)COC(=O)Cn1cnc2ccccc21	4	12%	-6%	4%	-7%	42%
Cc1ccc(NC(=S)NCCCN2CCOCC2)cc1C	7	16%	7%	2%	?	-14%

Next section.
SMILES	HCMV inh	HCV inh	AmpC detergent	FBPA Giardia inh	Sm TGR inh	AmpC inh no detg
COCc1cc(C)n(CC(=O)NC(C)c2ccccc2)c(=O)c1C#N (configuration not stated)	13	14%	?	1%	4%	-19%
CCOC(=O)N1CCN(C(=O)C2CCCN(S(=O)(=O)c3ccc(F)cc3)C2)CC1 (configuration not stated)	?	18%	-12%	2%	4%	-2%[2.29 µM]
Cc1ccnc(NS(=O)(=O)c2ccc(NS(=O)(=O)c3ccc([N+](=O)[O-])cc3)cc2)n1	-12	20%	4%	·	0%	-8%
CCCc1cc(C(=O)Nc2cc(C)nn2-c2ccccc2)no1	-13	-24%	?	5%	10%	3%
N#Cc1ccc(OCC(=O)N2CCN(c3ccc(C(F)(F)F)cn3)CC2)cc1	?	15%	1%	·	8%	2%
CCC(=O)N1CCc2cc(Br)cc(S(=O)(=O)N3CCCC(C(=O)NCc4ccccc4)C3)c21 (configuration not stated)	-19	·	11%	·	1%	·
CCCCc1c(C)nc2ccccc2c1SCCC#N	0	?	-3%	0%	10%	6%
CC(=O)c1c2c3c(c(Br)ccc3n(C)c1=O)C(=O)c1ccccc1-2	?	-6%	1%	·	-32%	89%[activator]
COc1ccc(/C=C(/C(=O)Nc2ccccc2C(=O)N2CCCC2)c2ccccc2)cc1	-18	?	-9%	-3%	1%	89%[activator]
CCOC(=O)C1Oc2ccccc2C(c2cccc3ccccc23)=C1C(=O)OC (configuration not stated)	-2	?	·	0%[89.2 µM]	·	7%

Entries shown so far that contain a thiophene ring, fused or not:
SMILES	HCMV inh	HCV inh	AmpC detergent	FBPA Giardia inh	Sm TGR inh	AmpC inh no detg
COc1ccc(/C(C)=N/NC(=O)c2nnn(-c3nonc3N)c2-c2cccs2)cc1	0	2%	2%	·	-13%	-6%
Cc1ccc(S(=O)(=O)NCc2csc(-c3cccs3)n2)cc1	36	3%	0%	-22%	-1%	-29%

Next part.
SMILES	HCMV inh	HCV inh	AmpC detergent	FBPA Giardia inh	Sm TGR inh	AmpC inh no detg
Cc1ccc(NC(=O)CN(C)C(=O)COC(=O)c2nccnc2N)cc1	-37	24%	-5%	·	1%	-21%
CN(C)S(=O)(=O)c1ccc(N2CCCC2)c(C(=O)OCC(=O)NC2CCCCC2)c1	-21	3%[8.37 µM]	?	·	-3%	23%
CCC(C)NS(=O)(=O)c1ccc(S(=O)(=O)N2CC=C(c3ccc(F)cc3)CC2)cc1 (configuration not stated)	-73*	?	-13%	0%	0%	-15%
CC(C)c1ccc(NC(=O)CNS(=O)(=O)c2ccc(F)cc2)cc1	-15	-27%	-6%	3%	5%	-41%
CCn1cc(C(=O)NCCCN2CCC(C)CC2)c(=O)c2cc(S(=O)(=O)N3CCCC3)ccc21	-10	11%&1%	-3%	2%	-16%	11%
CCO[C@H]1OC(C(N)=O)=C[C@@H](c2csc3ccccc23)[C@@H]1CCCO	33	27%	-5%	1%	-14%	38%
Nc1c(N(CCC2=CCCCC2)C(=O)c2ccc([N+](=O)[O-])o2)c(=O)[nH]c(=O)n1Cc1ccccc1	?	?	?	·	?	-41%
Cc1noc(C)c1S(=O)(=O)N(CC(=O)NCc1ccc2c(c1)OCO2)c1ccc(C(C)C)cc1	20	?	-14%	0%	0%	-14%
CCOC(=O)c1c(/N=C/c2cccc([N+](=O)[O-])c2O)sc(C)c1C	?	0%	-11%	?	-9%	-20%
COc1ccc(NC(=O)Cn2c(=O)c(-c3cc(C)ccc3NC(C)=O)nc3ccccc32)c(OC)c1	12	·	20%	·	-5%	·
Cc1nc(-c2ccccc2O)n(-c2ccccc2)n1	-12	7%	-5%	4%	1%	-6%
CC(C)(C)c1ccc(OCC(O)CN(CCO)CC(O)Cn2ccc3ccccc32)cc1 (configuration not stated)	-17	?	?	0%	-2%	71%[activator]
Nc1n[nH]c(-c2ccc(Br)cc2)c1Cl	-109*	-9%	-5%	0%	11%	-41%
COc1cc(OC)c(C(=O)NNC(=S)NC2CCCCC2)cc1OC	?	0%	0%	9%	5%	-17%
CCCC(=O)Nc1ccc(-c2nc3cc(C)c(C)cc3o2)c(O)c1	34	-5%	9%	6%	19%	-18%
CC(=O)c1ccc(N2CCN(CC(=O)Nc3ccccc3N3CCOCC3)CC2)cc1	59	-29%	-4%	0%	-1%	65%[activator]
O=C1C(Cl)=C(NCc2cccnc2)C(=O)c2ccccc21	-28	13µM*	-2%	-19%	45µM*	-9%
Cc1ccc(N(C(=O)COc2ccccc2C)S(=O)(=O)c2ccc(Cl)cc2)cc1	-6	·	19%	·	10%	·
COCCCn1c(=O)c2sccc2n(Cc2cccc(F)c2)c1=O	-17	-7%	7%	20%	2%	34%
COc1cc(OC)cc(C(=O)N[C@H](C(=O)OCC(=O)Nc2ccc(F)c(F)c2)C(C)C)c1	21	-21%	-4%	-6%	-4%	17%
CC(=O)NCC(=O)OCC(=O)c1ccccc1	64	6%	0%	4%	-3%	-19%
CCOc1cc(C(=O)Nc2ccc(N3CCOCC3)cc2)cc(Br)c1OC	-9	?	9%	-4%	4%	-3%
COC(=O)c1c(C)oc2c1cc(NS(=O)(=O)c1ccc(C(=O)O)cc1)c1ccccc12	39	-3%	-12%	?	50µM*	-51%
CCN1CCC(N(Cc2ccc3c(c2)OCO3)C(=O)Nc2ccc(Br)c(C)c2)CC1	12	·	-2%	·	-1%	·
O=c1c2cc(Br)ccc2[nH]c(=S)n1-c1ccccc1	-15	10%	3%	5%	10%	-11%
COc1ccc(CCN2C(=O)C3C4C=CC(C4)C3C2=O)cc1OC (configuration not stated)	1	11%	-1%	1%	-12%	-5%
COc1ccc(NC(=O)CS(=O)c2cccc(C(F)(F)F)c2)cc1 (configuration not stated)	14	7%	3%	-15%	-2%	0%
COc1ccc(Cc2nnc(SCC(=O)N(C)CC(=O)Nc3ccc(C)cc3)o2)cc1	-28	-17%[8.37 µM]	?	·	0%	?
CCc1ccc(-n2c(=O)c3c4c(sc3n(Cc3ccccc3C#N)c2=O)CCCC4)cc1	8	·	15%	·	-2%	·
CN1CCN(CCC2Oc3cc([N+](=O)[O-])ccc3NC2=O)CC1 (configuration not stated)	34	15%	8%	2%	5%	-12%
